Screening data from PubChem BioAssay.
Growth percent in the NCI-60 one-dose screen (48 h, 10 µM unless noted): 100 = growth as untreated, 0 = no growth, -100 = all killed.
HT29: HT29 colon cancer; 81,000 compounds, 7.4% hits
SNB-19: SNB-19 CNS cancer cells; 81,000 compounds, 2.5% hits; AID 1794751
DU-145: DU-145 prostate cancer; 81,000 compounds, 4.2% hits; AID 1794760
HCC-2998: HCC-2998 colon cancer | 79,000 compounds, 4.7% hits | AID 1794799
SF-539: SF-539 CNS cancer; AID 1794752; 81,000 compounds, 6.8% hits
KM12: KM12 colon cancer cells. 82,000 compounds, 5% hits
SNB-75: SNB-75 CNS cancer | 79,000 compounds, 5% hits | AID 1794750
SW-620: SW-620 colon cancer. 82,000 compounds, 5.2% hits. AID 1794795
PC-3: PC-3 prostate cancer cells; 80,000 compounds, 3.9% hits
An asterisk follows results filed as active; . = not tested or not shown; & = joins results of further samples; [ ] = remark or other dose. How the source made its calls: active means growth percent below 10; inactive means the rest.

nr	SMILES	HT29	SNB-19	DU-145	HCC-2998	SF-539
1	CCCCCCCCNC(=O)CCCCC(=O)NCCCCCCCC	97	108	113	110	111
2	CC(C)(C)n1cc(-c2ccnc(NCCCNS(=O)(=O)c3ccc(Br)cc3)n2)c(-c2ccc(F)c(O)c2)n1	37	96	77	117	87
3	Fc1cccc(CSc2ncnc3nc[nH]c23)c1	104	100	108	104	92
4	FC(F)(F)CN1CCN(CCn2c(C(F)(F)F)cc3c(Cl)ncnc32)CC1	12	-88*	31	-97*	67
5	Cc1c(C(=O)Nc2nc3ccccc3s2)cnn1-c1ccccc1Br	75	97	97	118	98
6	CCN1C(=O)CC2CCCC1C2 (centres undefined)	108	105	109	115	104
7	Cc1n[nH]c(=S)[nH]c1=O	114	99	105	93	102
8	O=C(Nc1ccc2ccccc2c1)c1ccc(Cl)cc1Cl	94&94	98&99	103&96	100&120	102&91
9	CC(O)CNC(C(=O)c1ccccc1)c1ccccc1 (centres undefined)	92	110	109	97	103
10	O=C(O)c1cc2c(s1)C(=O)c1sccc1C2=O	66	-2.3*	-100*	8.9*	-66*

nr	KM12	SNB-75	SW-620	PC-3
1	105	99	105	96
2	74	106	84	38
3	121	101	106	94
4	71	-32*	11	18
5	102	112	101	91
6	108	96	108	106
7	105	107	104	88
8	101&92	87&96	94&103	81&69
9	99	97	109	97
10	80	-92*	-4.0*	56

More results
nr	SMILES	HT29	SNB-19	DU-145	HCC-2998	SF-539
11	O=C(Nc1ccc(Br)cc1F)c1cc(-c2ccc(F)cc2F)ccc1O	98	78	95	99	87
12	CC(C)(C)c1ccc(C(=O)Nc2sc3c(c2C(N)=O)CCC(O)C3)cc1 (centres undefined)	2.8*	65	59	37	23
13	COc1cc(-c2cc(N)n(-c3nc4ccccc4[nH]3)n2)cc(OC)c1OC	90	100	103	113	96
14	Oc1ccccc1N=Cc1ccc(Br)cc1	97	104	75	104	97
15	Ic1ccccc1-c1ccccc1	114	101	114	114	108
16	CS(=NC#N)c1ccc(-c2cnc(N)c(C(=O)Nc3ccccc3)n2)cc1 (centres undefined)	76	104	80	109	86
17	Nc1nc2nccnc2c(=O)[nH]1	88&113	106	107&110	96&113	99&96
18	O=C(COc1cccc2cccnc12)Nc1ccc(C(=O)/C=C/c2ccc(F)cc2)cc1	100	94	95	103	96
19	COC(=O)CCC(=O)c1ccccc1	105	102	106	.	100
20	Nc1ccc(N=Nc2ccc(-c3ccc(N=Nc4ccc(N)c5cc(S(=O)(=O)O)ccc45)cc3)cc2)c2ccc(S(=O)(=O)O)cc12	101	96	109	93	111

nr	KM12	SNB-75	SW-620	PC-3
11	94	89	92	75
12	12	98	7.5*	54
13	103	99	98	95
14	85	92	123	84
15	109	95	102	100
16	87	65	86	86
17	107&103	87&87	111&104	99&95
18	95	95	104	91
19	110	117	106	117
20	99	88	96	94

As entered above:
no. 17 – HCC-2998: 96&113
no. 8 – HT29: 94&94
no. 20 – SW-620: 96
no. 1 – HCC-2998: 110

Next part
nr	SMILES	HT29	SNB-19	DU-145	HCC-2998	SF-539
21	Cc1ccc(Cl)c(NC(=S)NCc2cccnc2)c1	105	93	108	109	100
22	COc1cc(C(=O)/C=C/c2c(-c3ccc(F)cc3)nc3ncccn23)cc(OC)c1OC	38	88	32	44	28
23	CN(C)C(=O)C1CC=CCC1C(=O)N(C)C (centres undefined)	104	105	106	108	104
24	Nc1ncnc2c1ncn2C1OC(COP(=O)(O)O)C(O)C1O (centres undefined)	114	103	120	104	105
25	CCOC(=O)C1(C(=O)OCC)COC(=O)C1CN1Cc2cc3ccccc3nc2C1 (centres undefined)	83	103	108	110	108
26	C=C(C)[C@@H]1CC[C@]2(C(=O)OC)CC[C@]3(C)[C@H](CC[C@@H]4[C@@]5(C)C/C(=C/c6ccco6)C(=O)NC(C)(C)[C@@H]5CC[C@]43C)[C@@H]12	99	92	102	105	95
27	COc1ccc(NC(=O)Cn2cccc(Nc3ccccc3)c2=O)cc1	109	106	119	112	98
28	O=[N+]([O-])c1ccc2[nH]c3nc4ccccc4nc3c2c1	105	.	115	119	.
29	Nc1nnc(CSCc2ccc([N+](=O)[O-])cc2)s1	95	102	105	103	97
30	Nc1ncc(-c2ccc(NS(=O)(=O)c3ccc(F)c(Cl)c3)cc2)[nH]1	96	94	106	92	81

nr	KM12	SNB-75	SW-620	PC-3
21	114	74	106	104
22	22	59	32	47
23	100	93	107	94
24	111	93	.	101
25	102	93	81	94
26	105	88	102	81
27	115	78	107	92
28	96	90	104	93
29	98	79	103	95
30	96	81	93	90

The listing continues.
nr	SMILES	HT29	SNB-19	DU-145	HCC-2998	SF-539
31	NS(=O)(=O)c1ccc(NCc2nc3ccccc3c(=O)[nH]2)cc1	105	94	108	120	98
32	C/C(=C/CCC(C)[C@@H]1CC[C@]2(C)C3=C(CC[C@@]12C)[C@@]1(C)CCC(=O)C(C)(C)[C@@H]1CC3)C(=O)O (some centres undefined)	-66*	-78*	-92*	-85*	-76*
33	Cc1ccn2ncnc2c1	115	108	128	109	105
34	COc1ccc(-c2ccccc2)cc1-c1c(Nc2cc(Cl)cc(Cl)c2O)c(=O)c1=O	45	11	21	14	13
35	COc1ncnc2nc[nH]c12	109	101	116	110	95
36	O=C1c2cccnc2-c2ncccc21	106[100 µM]	102[100 µM]	112[100 µM]	112[100 µM]	104[100 µM]
37	O=C(NCc1ccccc1)C(c1ccc(O)c(O)c1O)N(C(=O)c1cc(O)c(O)c(O)c1)c1ccc(F)cc1 (centres undefined)	96	96	108	105	96
38	Brc1ccc(-c2cnc3sc4ccccc4n23)cc1	107	98	108	104	96
39	O=C(CSc1nc2ccccc2[nH]1)c1ccc(N2CCOCC2)cc1	113	99	107	98	100
40	CCCCCOc1ccc(C(=O)OC)cc1	102	98	109	104	92

nr	KM12	SNB-75	SW-620	PC-3
31	103	74	97	86
32	-88*	-68*	-85*	-30*
33	105	84	98	95
34	7.8*	-8.4*	18	12
35	120	99	110	95
36	103[100 µM]	94[100 µM]	109[100 µM]	96[100 µM]
37	100	96	103	86
38	94	123	104	91
39	104	.	95	100
40	105	92	108	91

In the list so far, 2 contain an aryl thioether with sulfur outside any ring:
nr	SMILES	HT29	SNB-19	DU-145	HCC-2998	SF-539
3	Fc1cccc(CSc2ncnc3nc[nH]c23)c1	104	100	108	104	92
39	O=C(CSc1nc2ccccc2[nH]1)c1ccc(N2CCOCC2)cc1	113	99	107	98	100

nr	KM12	SNB-75	SW-620	PC-3
3	121	101	106	94
39	104	.	95	100

(cont.)
nr	SMILES	HT29	SNB-19	DU-145	HCC-2998	SF-539
41	CN1CCN(Cc2ccc(NC(=O)c3cncc(C#Cc4cnn5ccccc45)c3)cc2C(F)(F)F)CC1	4.5*	5.8*	4.2*	-19*	-58*
42	COc1cc(-c2nc(SCCC(C)C)nc(Nc3ccc(C)cc3)c2C#N)cc(OC)c1OC	106	104	113	113	100
43	CC(=O)Nc1cc2c(cc1[N+](=O)[O-])-c1ccc([N+](=O)[O-])cc1C2	80	94	92	100	100
44	O=[N+]([O-])c1cccc(C2NC(Cl)=C(Cl)c3c2sc2c(F)cccc32)c1 (centres undefined)	102	98	105	116	98
45	Cc1c(C2(c3cc(C(C)C)c(O)c(Br)c3C)OS(=O)(=O)c3ccccc32)cc(C(C)C)c(O)c1Br	106	93	112	99	86
46	C[C@]12CCC(=O)C=C1CC[C@H]1[C@@H]3CC[C@@]4(OCC4=O)[C@@]3(C)C[C@H](O)[C@@]12F	99	105	117	103	111
47	O=C(CSc1nc(-c2ccccc2)c(-c2ccccc2)o1)N1CCCCC1	71	94	108	103	93
48	O=C1NC(CO)C(=O)NC1CO (centres undefined)	97	94	112	105	99
49	Cc1ccc2nc(C)c(-c3nnc(SCc4cc(F)ccc4F)o3)n2c1	113	90	102	119	93
50	O=c1c2ccccc2nnn1N1CCOCC1	103	99	95	97	92

nr	KM12	SNB-75	SW-620	PC-3
41	0.2*	14	-14*	-4.2*
42	104	98	105	100
43	97	91	.	83
44	97	90	96	97
45	112	100	99	83
46	108	96	106	100
47	82	93	99	49
48	112	87	110	100
49	102	87	98	99
50	100	73	105	88

Continued.
nr	SMILES	HT29	SNB-19	DU-145	HCC-2998	SF-539
51	Cc1cc2cn3c4cccnc4[nH]c(=O)c3c2cc1C	-76*	56	.	60	77
52	CC(C)(C)C(=O)OCOP(=O)(OCOC(=O)C(C)(C)C)C1CCCN(OC(=O)c2ccccc2)C1=O (centres undefined)	5.7*	14	37	25	53
53	Cc1nn(-c2ccccc2)c2c1N=c1s/c(=C\c3ccc(C(F)(F)F)cc3)c(=O)n1CN2	78	84	117	74	68
54	OC1CCC(O)CC1 (centres undefined)	103&109	107&104	99&112	108&122	94&108
55	Cn1c(=O)c2c(nc(N/N=C/C(Cl)Cl)n2C)n(C)c1=O	102	100	113	.	119
56	COc1ccc(OCC(=O)O)cc1	95&106	108&101	107&114	99&118	103&98
57	COc1cc2nc(Cl)nc(Nc3cccc(C(=O)/C=C/c4cc(OC)c(OC)c(OC)c4)c3)c2cc1OC	86	86	93	113	91
58	CCc1ccc(Nc2n[nH]c(-c3cccs3)c2C#N)cc1	114	78	95	95	78
59	CCOC(=O)c1nnn(-c2ccn(C)n2)c1N	107	106	109	107	97
60	C=C(C)C(=O)N(C)C	91	120	110	95	104

nr	KM12	SNB-75	SW-620	PC-3
51	13	79	-29*	68
52	5.6*	73	45	50
53	97	78	76	37
54	101&118	90&102	110&110	.
55	116	88	117	100
56	107&111	91&101	112&101	106&93
57	90	89	54	83
58	59	77	65	79
59	99	92	108	98
60	98	93	100	87

A different layout for some results above.
58) CCc1ccc(Nc2n[nH]c(-c3cccs3)c2C#N)cc1
- HT29 = 114
- SNB-19 = 78
- DU-145 = 95
- HCC-2998 = 95
- SF-539 = 78
- KM12 = 59
- SNB-75 = 77
- SW-620 = 65
- PC-3 = 79
59) CCOC(=O)c1nnn(-c2ccn(C)n2)c1N
- HT29 = 107
- SNB-19 = 106
- DU-145 = 109
- HCC-2998 = 107
- SF-539 = 97
- KM12 = 99
- SNB-75 = 92
- SW-620 = 108
- PC-3 = 98

(more compounds)
nr	SMILES	HT29	SNB-19	DU-145	HCC-2998	SF-539
61	O=C(NNC(=O)c1cccc2ccccc12)c1ccc(F)cc1	107	103	112	106	111
62	O=C(CSc1nnc(-c2cccs2)n1-c1ccccc1)Nc1cccc(Cl)c1	104	93	102	119	89
63	c1ccc(CCc2nc3ccccc3s2)cc1	104	102	109	108	120
64	O=C(O)CCCn1c2c(sc3ccccc32)c(=O)n2nnc(-c3ccccc3)c12	93	76	95	96	91
65	Cc1nc2nc(SCCO)[nH]c2c(=O)[nH]1	91	96	109	106	104
66	Nc1ccc(C(=O)Nc2cccc(Cn3c(=O)[nH]c4ccc(Oc5ncccn5)cc4c3=O)c2)cc1	96	83	95	101	95
67	CCCCCCC1C/C(=C/N(C)C)C(=O)O1 (centres undefined)	98	95	115	115	94
68	O=C(CCCCNC(=O)c1nc(-c2ccccc2)n(-c2ccccc2)n1)NO	74	86	99	94	65
69	CC(C)NC(=O)OCc1c(COC(=O)NC(C)C)c(-c2cccc(Cl)c2)n2c1CCC2	59	104	95	63	99
70	O=C1/C(=C/c2c[nH]c(=O)[nH]c2=O)SC(=S)N1Cc1ccccc1	101	95	102	101	97
71	CN(C)C(=O)c1ccncc1	92	106	110	99	98

nr	KM12	SNB-75	SW-620	PC-3
61	110	112	109	100
62	91	87	98	94
63	100	83	102	62
64	86	83	.	89
65	106	107	100	93
66	87	98	103	83
67	102	87	103	102
68	93	71	64	.
69	101	71	82	86
70	101	80	99	99
71	101	101	104	94
